SENP6 block – blocks the human protease SENP6; Q9GZR1; Recombinant SENP6 catalytic domain, aminoluciferin luminescence; inhibition, % at 10 µM; 330,000 compounds, 1.8% hits;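 active means inhibition above about 50% at the single tested dose, limit read from the data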;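 further: plate controls were DMSO wells with enzyme for no effect and DMSO wells lacking enzyme for full effect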
Target sequence (Q9GZR1 628-1112 limits assumed): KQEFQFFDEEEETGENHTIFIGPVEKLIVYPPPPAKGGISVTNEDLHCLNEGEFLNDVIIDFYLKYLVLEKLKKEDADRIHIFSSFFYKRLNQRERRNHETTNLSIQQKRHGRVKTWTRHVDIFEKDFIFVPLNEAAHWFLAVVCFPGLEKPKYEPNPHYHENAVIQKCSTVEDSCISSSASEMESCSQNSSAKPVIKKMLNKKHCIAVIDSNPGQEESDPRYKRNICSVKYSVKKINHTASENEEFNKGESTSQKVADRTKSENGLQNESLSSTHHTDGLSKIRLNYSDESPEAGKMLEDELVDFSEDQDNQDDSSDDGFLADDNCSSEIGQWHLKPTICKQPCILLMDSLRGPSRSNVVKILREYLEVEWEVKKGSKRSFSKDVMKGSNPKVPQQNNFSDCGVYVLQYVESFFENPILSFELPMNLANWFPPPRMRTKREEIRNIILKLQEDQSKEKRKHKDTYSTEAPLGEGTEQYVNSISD
A3G deaminase – APOBEC3G (human) deaminase inhibition | Q9HC16 | recombinant A3G, ssDNA deamination FAM/TAMRA fluorescence | inhibition, % at 20 µM | 330,000 compounds, 0.28% hits | AID 493012;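 active means inhibition of at least 40% at 20 µM, with no more than 30% in the related APOBEC3A deaminase screen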;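 further: plate controls were DMSO wells with A3G for no effect and wells lacking A3G enzyme for full effect; some compounds called inactive have numbers as strong as hits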
SENP8 block-1 – inhibitors of human SENP8 protease. AID 2540. purified SENP8, Z-RLRGG-aminoluciferin cleavage, luminescence. 330,000 compounds, 1.2% hits. inhibition, % at 10 µM; in the data active means inhibition above about 50%
Apaf1 inhib – human Apaf-1 inhibition. O14727. reconstituted apoptosome caspase-3 activity, DEVD-Rh110 fluorescence. inhibition, % at 20 µM. 330,000 compounds, 0.71% hits. AID 489030; active means inhibition of at least 40% at 20 µM;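 further: plate controls were DMSO wells for no effect and DEVD-CHO caspase inhibitor wells for full effect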
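System: Apoptosome proteins | Medium: Hepes pH 7.5 with detergent and BSA | Also added: Cytochrome c trigger plus (Z-DEVD)2-Rh110 caspase-3 substrate | Incubation: 30 min compound preincubation, 50 min activation, room temperature | Detection: Rhodamine 110 fluorescence at Ex 480/Em 540 nm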
UBC13 inh – inhibitors of human UBC13 polyubiquitin chain formation; AID 485273; TR-FRET; 330,000 compounds, 0.47% hits; inhibition, % at 20 µM; in the data active means inhibition above about 45%, passing the limit was not always enough
SENP8 block-2 – SENP8 (human) protease inhibition; Q96LD8; recombinant SENP8, Nedd8 substrate fluorescence; inhibition, % at 20 µM; 360,000 compounds, 0.64% hits; AID 602440; in the data active means inhibition mostly above about 40%, no sharp cut-off; inactive means mostly below about 27%
SENP7 inh – inhibitors of human SENP7 protease; Q9BQF6; recombinant SENP7, Z-RLRGG-aminoluciferin luminescence, 40 min; inhibition, % at 5 µM; 330,000 compounds, 1.5% hits; AID 434973;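 active means inhibition above about 50% at the single test dose, limit read from the data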;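 further: plate controls were DMSO with enzyme for no effect and no enzyme buffer wells for full effect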
Target sequence (Q9BQF6 706-1050 limits assumed): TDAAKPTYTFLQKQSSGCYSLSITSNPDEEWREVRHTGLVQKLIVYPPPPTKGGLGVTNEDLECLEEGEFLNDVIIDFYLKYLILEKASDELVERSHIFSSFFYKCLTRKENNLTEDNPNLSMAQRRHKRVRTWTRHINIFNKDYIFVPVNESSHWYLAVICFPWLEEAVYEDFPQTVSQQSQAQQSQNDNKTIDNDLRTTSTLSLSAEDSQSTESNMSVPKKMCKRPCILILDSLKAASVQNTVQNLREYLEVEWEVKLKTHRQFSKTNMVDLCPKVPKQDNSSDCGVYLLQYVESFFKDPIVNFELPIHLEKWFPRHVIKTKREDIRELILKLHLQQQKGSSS
SENP1 inh – inhibitors of human SENP1 SUMO protease catalytic domain. recombinant SENP1 catalytic domain, CyPet-SUMO1-YPet FRET cleavage. inhibition, % at 10 µM. 360,000 compounds, 0.21% hits;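 active means inhibition at least 30% at 10 µM, raw YFP signal under a set limit, fluorescence ratio 0.5 to 1.5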;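 further: 0% = enzyme with DMSO and 100% = no enzyme wells; some results filed as inactive read as strong as hits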
Target sequence (Q9P0U3 419-644 limits assumed): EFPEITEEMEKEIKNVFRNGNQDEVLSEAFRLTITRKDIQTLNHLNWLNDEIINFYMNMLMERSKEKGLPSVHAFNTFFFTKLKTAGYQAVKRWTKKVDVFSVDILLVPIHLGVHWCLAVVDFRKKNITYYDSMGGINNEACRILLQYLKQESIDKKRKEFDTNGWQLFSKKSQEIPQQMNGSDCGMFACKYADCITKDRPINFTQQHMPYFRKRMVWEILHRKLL
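material = recombinant human SENP1 catalytic domain, His6-tagged | quantity = 20 pM enzyme | reagent = 25 nM SUMO1 FRET substrate | compound dosing = 10 µM single point, 0.5% DMSO | timing = 50 min enzyme reaction, room temperature, light-protected | detection = FRET, CFP and YFP emission | control set = no-enzyme low, enzyme-DMSO high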
An asterisk follows results filed as active.

Compound,A3G deaminase,UBC13 inh,SENP8 block-1,SENP8 block-2,SENP1 inh,SENP7 inh,Apaf1 inhib,SENP6 block
COC(=O)c1c(C(=O)OC)c2ccccn2c1C(=O)c1ccccc1,-5,-5,6,-26,-7,-3,8,7
COc1cccc(NC(=S)Nc2ccc(O)cc2)c1,25,-5,-5,32,8,-5,3,6
O=c1oc2ccc(C#CC3(O)CCCCC3)cc2cc1-n1cc(C2(O)CCCCC2)nn1,-7,4,10,-427,2,1,8,-17
S=c1nc[nH]c2c1[nH]c1ccc(Cl)cc12,21,-237,-1,-4,0,-4,-22,-31
Cc1ccc(S(=O)(=O)NNC(=S)NC(C)(C)C)cc1,3,-6,7,16,2,8,0,-8
COc1cc(/C=C2\CCCc3c2nc2ccccc2c3C(=O)O)cc(Cl)c1O,-6,-5,15,-326,55*,3,4,-2
CCCS(=O)(=O)c1ccc(COC(=O)Cc2ccc([N+](=O)[O-])cc2)cc1,-4,-12,0,13,-4,-9,2,8
Cc1cc(C)nc(N2CCC(C(=O)NC3CCCCCC3)CC2)n1,-8,4,2,-7,1,-1,2,-8
COc1cc2cc(C(=O)N[C@@H](Cc3ccccc3)C(=O)O)n(C)c2c(OC)c1OC,-5,-1,-2,-117,-1,3,-1,1
COc1ccc(NC(=O)CN(C)C(C)C(=O)N2CCCCC2)cc1 (configuration not stated),2,-9,8,13,0,10,18,-16
O=S(=O)(c1ccccc1)N1CCN=C1SCc1cccc(Cl)c1,1,13,-4,-3,1,1,14,11
COc1cc(Cl)c(C)cc1NC(=O)COC(=O)/C=C/c1c(C)nn(C2CCS(=O)(=O)C2)c1Cl (configuration not stated),-1,-4,3,31,1,6,13,10
COc1ccc(-n2c(C)cc(/C=C3/SC(=O)N(CC(=O)N4CCOCC4)C3=O)c2C)cc1,-5,-12,10,16,0,0,4,7
CCCc1cc(C(=O)OCC(=O)N(CCC)c2c(N)n(Cc3ccccc3)c(=O)[nH]c2=O)sc1C,-3,-3,12,0,-5,-5,2,1
COc1ccc(/C=N/NS(=O)(=O)c2ccc(C)cc2)cc1OC(=O)c1ccc(C)cc1,-6,-8,-4,22,2,-1,13,-13
O=C(NNS(=O)(=O)c1ccc(F)cc1)c1ccc2c(c1)OCO2,3,3,-8,0,-2,6,12,-9
O=C(NCC1CCCO1)c1cccc(Oc2ccc([N+](=O)[O-])cc2)c1 (configuration not stated),-8,-4,-8,4,0,14,9,-3
COc1cc(/C=C2\C(=N)N3N=CSC3=NC2=O)ccc1OS(=O)(=O)c1ccccc1,1,-19,-6,5,-30,10,-2,-5
O=C(NNC(=S)NC(=O)c1ccccc1Cl)c1cccc([N+](=O)[O-])c1,-3,-16,-3,17,2,2,2,-36
CCN(CC)S(=O)(=O)c1cccc(NC(=O)CNc2cccc(S(=O)(=O)N3CCOCC3)c2)c1,-5,0,10,-8,16,-1,-1,0
CCc1ccc(-c2nc(CN3CCC(C(=O)N4CCN(c5ccccc5)CC4)CC3)c(C)o2)cc1,-2,5,6,13,0,8,33,-6
CC(=O)C1=C(C)NC(=O)NC1c1cccc(O)c1 (configuration not stated),-4,-11,-7,21,0,-1,-8,-9
O=C(NCc1ccccn1)C(=O)NCC1OCCN1S(=O)(=O)c1ccc([N+](=O)[O-])cc1 (configuration not stated),-4,-9,-8,12,-2,6,7,-2
COc1ccc(CNC(=O)N[C@@H](Cc2c[nH]c3ccccc23)C(=O)O)cc1,-12,1,3,13,1,6,-3,-30
C/C(CC(=O)NC12CC3CC(CC(C3)C1)C2)=N\NC(=O)Cc1cccs1,-10,10,1,21,2,2,1,-9
CCN(CCO)c1ncnc2c1sc1nc(CC(C)C)c3c(c12)CC(C)(C)OC3,-6,28,-1,-289,1,4,-2,-7
CCN(CC)c1ccc(NC(=O)c2cccc(C)c2OC)c(C)c1,-6,-16,-12,-4,0,6,-18,-4
CCCOc1ccc(C(F)(F)F)cc1NC(=O)C1CC(=O)N(Cc2ccco2)C1 (configuration not stated),-7,6,-5,2,2,-4,1,-25
Cc1ccc(C(=O)NC(=S)Nc2cccc(NC(=O)c3ccccc3Cl)c2)cc1[N+](=O)[O-],-4,0,5,8,-1,-1,3,1
CCCCn1c2c(c(=O)n(C)c1=O)C(CC(=O)OCC(=O)Nc1cccc(C(F)(F)F)c1)C(=O)N2 (configuration not stated),-4,-7,-8,6,5,2,9,-17
CC(C)OC(=O)NC(c1ccccc1)C(Cl)(Cl)Cl (configuration not stated),-9,11,10,13,4,2,-1,1
Cc1ccc(CS(=O)Cc2ccc(C(=O)NCc3ccc(OC(C)C)cc3)o2)cc1 (configuration not stated),0,-3,-3,18,2,4,15,2
CCOc1ccc(CN2CCN(C3CCSCC3)CC2CCO)cc1 (configuration not stated),-7,6,9,10,2,7,-5,21
O=C(CC(O)(c1ccccc1)C(F)(F)F)c1cccs1 (configuration not stated),0,-13,-3,0,3,-12,14,-38
Cc1cc(C(C)(C)C)cc(C)c1CCNC(=O)c1c(C)noc1C,3,-1,3,3,-1,-4,14,-13
CC(C)OCCCN1CN(S(=O)(=O)c2ccc(Cl)cc2)c2nc3ccccc3nc21,-5,6,-2,-129,0,-6,15,-3
O=C(CN1CCCCC1)Nc1ccccc1Cl,-8,0,-13,8,1,-4,7,-4
CCC(C)(C)NC(=O)Cc1ccc(Cl)cc1,-5,5,4,8,0,6,-4,-2
Cn1c(Cn2nnc(-c3ccccc3)n2)nnc1SCc1ccccc1Cl,-8,-3,-6,11,1,0,9,-11
N#Cc1c(N)nc2c(c1N)CC(COc1ccccc1)O2 (configuration not stated),-9,6,-20,13,0,-5,-17,-10
Cc1ccc(S(=O)(=O)N2CCN(C(=O)COC(=O)CC(C)c3ccccc3)CC2)c(C)c1 (configuration not stated),-11,5,-2,1,1,-5,22,-8
COc1ccc(CCN(Cc2cccs2)S(=O)(=O)c2ccc(S(=O)(=O)N(C)C3CCCCC3)cc2)cc1OC,-2,-1,-2,29,4,-2,7,-18
C=CCOc1c(Br)cc(CNCCCN2CCOCC2)cc1OC,-4,-1,-11,17,0,10,-6,0
c1ccc(-c2nc(N3CCN(c4ccccc4)CC3)nc(-n3ccnc3)n2)cc1,-4,2,5,10,0,2,25,7
COc1cc(NS(=O)(=O)c2c(C)[nH]c(C)c2C(=O)N2CCCC2)cc(OC)c1OC,-5,-8,6,8,0,4,-14,4
O=C(CSc1nnnn1-c1ccccc1)Nc1ccc(Cl)cc1,-6,10,-3,16,-1,6,-1,-9
O=C(Cc1ccc(Br)cc1)NCCc1ccc(Cl)cc1Cl,-9,4,-5,-131,2,1,10,-2
COc1ccc(/C=N/NC(=O)c2cc3cc(OC)c(OC)cc3[nH]2)cc1,-10,-1,-13,-273,-3,-12,14,-1
CCOc1ccccc1N1CCN(C(=O)c2ccc3[nH]c4c(c3c2)CCCC4)CC1,-5,-1,2,3,-12,-3,24,-19
CNNC(=S)NCCC1=CCCCC1,-6,4,-10,-2,1,-11,3,-15

Sorted by the number under A3G deaminase (lowest first): some entries from above
canonical_smiles	A3G deaminase	UBC13 inh	SENP8 block-1	SENP1 inh	SENP7 inh	SENP6 block
CCN(CCO)c1ncnc2c1sc1nc(CC(C)C)c3c(c12)CC(C)(C)OC3	-6	28	-1	1	4	-7
CCOc1ccccc1N1CCN(C(=O)c2ccc3[nH]c4c(c3c2)CCCC4)CC1	-5	-1	2	-12	-3	-19
c1ccc(-c2nc(N3CCN(c4ccccc4)CC3)nc(-n3ccnc3)n2)cc1	-4	2	5	0	2	7
COc1ccc(CCN(Cc2cccs2)S(=O)(=O)c2ccc(S(=O)(=O)N(C)C3CCCCC3)cc2)cc1OC	-2	-1	-2	4	-2	-18
O=C(CC(O)(c1ccccc1)C(F)(F)F)c1cccs1 (configuration not stated)	0	-13	-3	3	-12	-38

Other entries follow.
Compound,A3G deaminase,UBC13 inh,SENP8 block-1,SENP8 block-2,SENP1 inh,SENP7 inh,Apaf1 inhib,SENP6 block
CCC(CO)Oc1cc(NCc2ccc(O)cc2)c2ncn(C(C)C)c2c1 (configuration not stated),-8,4,4,16,0,8,4,14
Cn1c(SCC(=O)NCC2CCCO2)nc2scc(-c3ccccc3)c2c1=O (configuration not stated),-5,-1,1,6,2,-2,-2,7
OCCN(Cc1ccccc1)C(=S)Nc1ccc(Cl)cc1Cl,-5,4,-3,11,0,4,2,4
CC(NC(=O)CCC(=O)c1ccccc1)c1ccc(F)cc1 (configuration not stated),-2,4,8,-28,-2,-6,1,0
C=CCN(CC=C)C(=O)c1ccncc1,-3,6,0,27,1,6,-5,3
COc1ccc(C(=O)Nc2cccc3c2CCCC3)cc1,-4,4,-12,4,1,-4,4,-6
CC(O)Cc1cn([C@@H](CCCCNC(=O)OC(C)(C)C)C(=O)N2CCN(C(=O)OC(C)(C)C)CC2)nn1 (some centres not stated),-6,0,4,31,1,1,-2,-1
O=C1C(Cc2ccccc2)Nc2ncnc(N3CCCCC3)c2N1Cc1ccccc1 (configuration not stated),5,2,-5,-40,-14,-1,20,2
CC(C)c1ccc(NC(=O)COc2ccc(S(=O)(=O)N3CCOCC3)cc2)cc1,-3,4,2,22,0,0,12,-22
COC(=O)NCC(c1cccnc1)N1CCN(c2ccccc2F)CC1 (configuration not stated),1,-4,4,-1,-1,0,0,-10
Cc1ccc2[nH]c(=O)c(CN(CC3CCCO3)C(=S)Nc3ccccc3)cc2c1 (configuration not stated),-4,2,-5,-5,3,3,17,-22
CCOCCCNC(=O)c1ccc(NC(=O)C2CCCO2)cc1 (configuration not stated),2,-4,1,10,-1,-4,0,-18
COc1ccccc1C(=O)Nc1ccnn1C1CCN(C/C=C/c2ccccc2)CC1,-7,1,-1,-2,-1,5,7,-3
COc1ccc(-n2nc(C(=O)NCC(=O)Nc3cc(C)ccc3OC)c3ccccc3c2=O)c(OC)c1,2,6,-9,-44,2,-10,30,-16
Cc1cccc(NC(=O)CSc2nc3ccccc3c(=O)n2C)c1,-4,-5,-11,-2,1,-14,9,4
COc1ccccc1-c1nnc(SCC(=O)Nc2ccccc2)o1,-3,6,6,2,3,0,-12,-3
CC(C)(C)[C@H]1C=C(C(=O)N2CCOCC2)O[C@@H](OCc2ccc(CO)cc2)C1,1,0,0,6,1,-6,-1,-5
Cc1cccc(C(=O)N2CCCC(CCC(=O)N3CCN(c4ccccn4)CC3)C2)c1C (configuration not stated),-8,0,-15,-13,2,10,-3,-2
O=C(Nc1cc(S(=O)(=O)Nc2ccc(Cl)cc2)ccc1N1CCCCC1)c1ccc(F)cc1Cl,0,-2,0,12,-5,2,12,0
CCOc1ccc(S(=O)(=O)NCCC(=O)N(C)Cc2cccs2)cc1,-6,4,4,2,2,-1,-1,8
COc1ccc(CN2C(=O)c3ccccc3C2=O)cc1C(=O)OC(C)C(=O)NC(N)=O (configuration not stated),-3,0,-1,11,1,3,7,-6
O=C(NCC(=O)N(c1cccc(F)c1)C(C(=O)NC1CCCC1)c1cccnc1)c1ccco1 (configuration not stated),-10,2,2,19,0,0,-2,14
Cc1ccc(N/C(N)=N/c2nc(C(F)(F)F)cc(C(F)(F)F)n2)cc1,15,4,1,-1,2,-1,0,-21
O=C(Nc1ccc2c(c1)OCCO2)c1oc2ccccc2c1NC(=O)C1CC1,-6,2,-10,-74,2,-1,-10,10
Nc1nnc(SCC(=O)Nc2ccc(N3CCOCC3)c(Cl)c2)s1,3,-12,-14,-6,2,-7,-1,-29

2 entries picked at random from the list so far:
Compound,A3G deaminase,UBC13 inh,SENP8 block-1,SENP8 block-2,SENP1 inh,SENP7 inh,Apaf1 inhib,SENP6 block
CC(O)Cc1cn([C@@H](CCCCNC(=O)OC(C)(C)C)C(=O)N2CCN(C(=O)OC(C)(C)C)CC2)nn1 (some centres not stated),-6,0,4,31,1,1,-2,-1
O=C(NCC(=O)N(c1cccc(F)c1)C(C(=O)NC1CCCC1)c1cccnc1)c1ccco1 (configuration not stated),-10,2,2,19,0,0,-2,14

High-throughput results deposited in PubChem BioAssay by Sanford-Burnham Center for Chemical Genomics.
